Assay outcomes deposited in PubChem by several laboratories.
SF1 activator: activators of human SF-1, primary screen, cell-based, CHO-K1, Gal4-SF-1 LBD, luciferase luminescence. activation, % at 10 µM. CHO-K1 Gal4-SF-1 LBD luciferase reporter; % increase over DMSO SF-1-specific signal. hit rate 1.9% among 65,000;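 active = activation above the mean activation of all tested compounds plus 3 SD, cut at about 50% in these data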
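Compound – one dose, 10 µM compound, 1% DMSO · Test system – transient Gal4-SF-1 LBD reporter, CHO-K1 · Input – 4,000 cells in each well · Read-out basis – percent activation relative to DMSO median and mock-transfected background · Replicates – single measurement per compound · Technique – steady-glow luciferase luminescence, read after 15 min reagent incubation · Timing – 20 h compound treatment, 37 °C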
RORa activator: activators of orphan receptor RORA, primary screen, cell-based, luminescence; Nuclear receptor ROR-alpha (Homo sapiens), P35398; CHO-K1 Gal4-RORA LBD luciferase reporter; percent increase over mock-subtracted basal signal; activation, % at 10 µM; hit rate 1.5% among 65,000; AID 560, 2006;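 active = activation above the mean of all tested compounds plus 3 SD, cut at about 49% in these data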;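 note: 0% = DMSO-treated RORA cells and 100% = added signal equal to DMSO minus mock-transfected cells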
TNAP act mid DEA: human TNAP enzyme activators, primary screen, biochemical, luminescent, intermediate phosphate acceptor level | 64,000 tested, under 10 active | purified TNAP, CDP-star luminescence, 100 mM DEA, 30 min; hits give high values; scale: 0 levamisole-inhibited, 1 vehicle-only enzyme | Alkaline phosphatase, tissue-nonspecific isozyme (Homo sapiens), P05186 | activation factor at 20 µM | AID 813, 2007;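 active = activation factor of at least 2 at 20 µM, relative to controls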
M1 antagonist: antagonists of rat M1 muscarinic receptor | AID 628, 2007 | Muscarinic acetylcholine receptor M1 (Rattus norvegicus), P08482 | hit rate 3.4% among 64,000 | CHO-M1 cells, Fluo-4 calcium, ACh EC80 antagonist mode; hits give low values | B-score at 10 µM;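 active = calcium fluorescence response, raw or row-and-column corrected B-score, differing from the plate sample mean either way at a set confidence level, mostly lower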
E coli RNAP: E. coli RNAP inhibitors, biochemical; DNA-directed RNA polymerase subunit beta (Escherichia coli (strain K12)), P0A8V2; E. coli RNA polymerase, fluorescence transcription assay; inhibition, %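 (tested at 10 µM)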; hit rate 0.2% among 62,000; in the data active = inhibition above about 20%;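 note: 0% = enzyme without compound and 100% = no enzyme blank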
Target sequence (P0A8V2 whole entry, looked up): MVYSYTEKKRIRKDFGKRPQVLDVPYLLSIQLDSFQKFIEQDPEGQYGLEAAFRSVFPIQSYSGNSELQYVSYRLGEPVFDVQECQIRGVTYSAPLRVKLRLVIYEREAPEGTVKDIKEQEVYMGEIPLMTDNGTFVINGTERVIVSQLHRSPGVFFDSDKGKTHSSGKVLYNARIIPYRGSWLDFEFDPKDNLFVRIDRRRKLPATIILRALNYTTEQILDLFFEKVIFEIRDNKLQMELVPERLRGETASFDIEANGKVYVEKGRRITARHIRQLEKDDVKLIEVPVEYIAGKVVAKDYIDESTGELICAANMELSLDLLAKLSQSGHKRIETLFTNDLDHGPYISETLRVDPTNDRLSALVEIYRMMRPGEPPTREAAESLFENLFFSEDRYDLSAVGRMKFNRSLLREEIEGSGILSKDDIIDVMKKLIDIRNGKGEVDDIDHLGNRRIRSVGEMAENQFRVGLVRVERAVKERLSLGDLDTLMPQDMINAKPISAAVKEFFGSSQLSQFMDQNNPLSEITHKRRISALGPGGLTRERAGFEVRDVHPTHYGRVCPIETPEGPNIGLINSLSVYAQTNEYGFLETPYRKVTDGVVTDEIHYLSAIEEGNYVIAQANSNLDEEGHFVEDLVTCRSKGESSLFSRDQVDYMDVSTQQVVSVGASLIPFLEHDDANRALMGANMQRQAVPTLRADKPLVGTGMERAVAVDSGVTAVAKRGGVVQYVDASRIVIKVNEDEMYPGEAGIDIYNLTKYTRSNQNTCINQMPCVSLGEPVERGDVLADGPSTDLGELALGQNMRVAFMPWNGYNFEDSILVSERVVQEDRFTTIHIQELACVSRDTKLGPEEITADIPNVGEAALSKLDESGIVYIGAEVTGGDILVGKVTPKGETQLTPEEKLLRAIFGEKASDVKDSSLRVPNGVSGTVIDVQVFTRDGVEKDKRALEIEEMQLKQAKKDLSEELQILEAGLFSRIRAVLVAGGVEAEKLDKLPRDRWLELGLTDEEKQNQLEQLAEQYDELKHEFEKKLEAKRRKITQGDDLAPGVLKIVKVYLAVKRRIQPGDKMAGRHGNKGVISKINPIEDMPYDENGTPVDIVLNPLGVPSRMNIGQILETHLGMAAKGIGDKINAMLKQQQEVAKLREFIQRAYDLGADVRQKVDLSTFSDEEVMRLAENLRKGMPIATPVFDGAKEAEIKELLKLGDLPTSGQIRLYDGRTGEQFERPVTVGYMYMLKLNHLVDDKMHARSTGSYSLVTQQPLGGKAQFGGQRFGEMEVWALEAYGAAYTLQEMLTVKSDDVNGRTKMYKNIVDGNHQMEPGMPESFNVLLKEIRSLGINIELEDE
M1 ag: M1 muscarinic receptor agonists, primary screen, CHO-M1 cells, Fluo-4 calcium, agonist mode; Muscarinic acetylcholine receptor M1; Fluo-4 calcium fluorescence; hits give high values; B-score at 10 µM; hit rate 3% among 64,000;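 active = fluorescence rise, raw or as B-score row- and column-corrected plate score, outside the 99.7% band of its plate's samples, either direction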
Fluor 339 460: intrinsic fluorescence of library compounds, ex339/em460 – biochemical, MLSMR library, data from DPM-DC assay, artefact control, profiling panel; hit rate 5.5% among 65,000; fluorescence fold increase at 10 µM; AID 709, 2007; compound autofluorescence, ex339/em460 nm, NADH buffer; hits give high values; 1 = no-compound wells, NADH background;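 active = at 10 µM, mean starting fluorescence two-fold or more over control wells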;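 note: signal is the first read of a kinetic run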
Ecoli tolC: growth inhibitors of E. coli tolC mutant, primary screen, strain BW25113 ΔtolC::kan, 384-well | hit rate 2.2% among 65,000 | growth inhibition, % at 10 µM (by protocol) | OD615 | AID 573, 2007;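 active = growth inhibition at or above a cutoff equal to the mean over every tested compound plus 3 SD, cut at about 60% in these data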;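 note: growth measured after 20 h incubation at 37 °C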
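System: E. coli ΔtolC::kan strain BW25113; Buffer or medium: LB broth supplemented with 50 µg/mL kanamycin; Compound: 10 µM final, single dose; Incubation: bacterial growth with compound for 20 h at 37 °C; Signal: A615 absorbance measurement; Evaluation: growth inhibition in percent.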
NADH enzymes: inhibitors of PK/LDH coupling enzymes, profiling panel, artefact control, biochemical, MLSMR library. coupled PK/LDH NADH assays, four targets. IC50, µM (highest dose often 10 µM), for the others: top-dose inhibition. hit rate 0.02% among 65,000;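 active = single-dose screening hits from any of four coupled enzyme assays that gave an IC50 when retested across doses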;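 note: the DPM-DC format reads NADH fluorescence rather than 340 nm absorbance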
* = called active by the depositor; nt = not tested or not shown; [ ] = dose if it differs, or a comment.

SMILES	SF1 activator	RORa activator	TNAP act mid DEA	M1 antagonist	E coli RNAP	M1 ag	Fluor 339 460	Ecoli tolC	NADH enzymes
CC1CCCC(C)N1C(=O)Cn1c(=O)sc2ccccc21 (stereo not drawn)	-16	2	1	1.4	5	0.39	1.1	0	0%
CC(C)(C)c1nc(NCCN2CCOCC2)c2nnn(Cc3ccccc3Cl)c2n1	2	1	0.9	1.1	-3	0.36	1	6	7%
COc1ccc(C(=O)CSc2nnc(-c3ccc(C)cc3)o2)cc1	1	-20	0.9	0.093	-16	0.53	1.1	nt	3%
c1ccc(-c2nnnn2CCOCCn2nnnc2-c2ccccc2)cc1	2	1	0.9	-0.084	2	-0.053	1.1	-2	4%
Cc1ccc2c(c1)c1c(n2CC(O)Cn2nc(C)c(Br)c2C)C(=O)CCC1 (stereo not drawn)	-13	-10	0.9	0.035	-1	0.74	1.9	-7	2%
CCOc1nc(-c2ccncc2)nc2ccccc12	2	0	0.9	0.64	15	0.84	0.67	10	0%
CC1(C)CC(=O)C2=C(C1)NCN(Cc1ccccc1)C2	0	-4	0.8	0.32	8	0.58	1.1	-25	3%
CCOC(=O)c1cc2ccc(OC(=O)c3ccco3)cc2oc1=O	-9	9	1	0.079	-84	-0.075	3.7*	-5	7%[fluoresces]
O=C(COc1ccccc1O)Nc1ccccc1Cl	2	14	0.9	-0.048	0	0.034	1.1	1	2%
COc1nc(-c2ccc(Cl)cc2)ccc1-c1noc(-c2ccco2)n1	-14	-12	0.9	0.67	8	0.86	1.7	3	8%
COc1ccc(NC(=O)CN(c2cc(C)cc(C)c2)S(=O)(=O)c2c(C)noc2C)cc1OC	12	1	0.9	-0.24	6	0.31	1	4	5%
COc1cc(C)nc(N2CCCC(C(=O)Nc3cccc(Cl)c3C)C2)n1 (stereo not drawn)	4	-13	0.9	-0.045	5	-0.78	1	11	6%

Sorted by molecular weight (smallest number first): part of the list above.
SMILES	SF1 activator	RORa activator	TNAP act mid DEA	M1 antagonist	E coli RNAP	M1 ag	Fluor 339 460	Ecoli tolC	NADH enzymes
CC1CCCC(C)N1C(=O)Cn1c(=O)sc2ccccc21 (stereo not drawn)	-16	2	1	1.4	5	0.39	1.1	0	0%
COc1nc(-c2ccc(Cl)cc2)ccc1-c1noc(-c2ccco2)n1	-14	-12	0.9	0.67	8	0.86	1.7	3	8%
COc1cc(C)nc(N2CCCC(C(=O)Nc3cccc(Cl)c3C)C2)n1 (stereo not drawn)	4	-13	0.9	-0.045	5	-0.78	1	11	6%

Some values from the results shown:
In TNAP act mid DEA, `CC1(C)CC(=O)C2=C(C1)NCN(Cc1ccccc1)C2` has the entry 0.8
In M1 antagonist, `CC(C)(C)c1nc(NCCN2CCOCC2)c2nnn(Cc3ccccc3Cl)c2n1` has the entry 1.1
In M1 ag, `COc1ccc(C(=O)CSc2nnc(-c3ccc(C)cc3)o2)cc1` has the entry 0.53
In RORa activator, `Cc1ccc2c(c1)c1c(n2CC(O)Cn2nc(C)c(Br)c2C)C(=O)CCC1` (stereo not drawn) has the entry -10

(list continues)
SMILES	SF1 activator	RORa activator	TNAP act mid DEA	M1 antagonist	E coli RNAP	M1 ag	Fluor 339 460	Ecoli tolC	NADH enzymes
O=c1cc(N2CCc3ccccc3C2)[nH]c(=O)n1Cc1ccc(F)cc1	-16	-1	0.9	0.6	0	0.067	1.1	-4	6%
O=S(=O)(c1ccccc1)N1CCN(S(=O)(=O)c2ccccc2)C1	16	-7	0.9	0.37	13	-0.045	1	0	1%
CN(C)S(=O)(=O)n1cnc2ccccc21	-7	-28	1	0.17	2	-0.16	1	-18	1%
O=C(Nc1nc(-c2ccccn2)cs1)c1ccc(S(=O)(=O)N2CCCCC2)cc1	-64	-46	0.9	-1.3	6	-1.5	1.1	38	4%
CC(=O)/C(C(=N)N1CCN(c2cccc(Cl)c2)CC1)=C(\C)O	-2	5	0.9	-0.15	10	-0.025	1.1	-20	5%
CCOc1ccc(OCC)c(NS(=O)(=O)c2cccc3nsnc23)c1	-17	-7	0.9	0.3	5	-0.4	1.1	25	5%
COc1cc(Cl)cc(C2NC(=O)NC(C)=C2C(=O)NCc2ccccc2)c1O (stereo not drawn)	-2	4	0.9	0.76	11	0.54	1.1	-9	7%
O=S(=O)(NCc1ccccc1Br)c1cccs1	-4	6	0.8	1.4	1	0.04	1.1	5	3%
CCCOc1cccc(C(=O)Nc2nnn(CCC)n2)c1	26	35	0.9	1.2	12	0.74	1.1	1	9%
Cc1oc(-c2ccc(Cl)cc2)nc1CS(=O)CC(=O)NCCN1CCCC1 (stereo not drawn)	-22	-3	0.9	-0.019	6	0.29	1.1	-4	4%
CCC(C)[C@H](NC(=O)NCc1cccc(OC)c1)C(=O)OC (stereo partly drawn)	-12	10	0.9	-0.1	4	1.3	1.1	-8	2%
CCC1(CC)NC(=O)NC1=O	-15	-2	0.9	-0.0015	5	0.69	1.1	-24	2%
O=C(Cn1ncc2ccccc21)N1CCN(c2cccc(C(F)(F)F)c2)CC1	-4	23	0.9	-0.39	12	-0.83	1	5	2%
CCC(=O)c1ccc(OCC(O)CN2CCN(c3cccc(C(F)(F)F)c3)CC2)cc1 (stereo not drawn)	4	-2	0.9	-3*	-1	0.69	1.1	50	0%
CC(C)(O)C#Cc1ccc(C(=O)NCc2cccs2)s1	20	-4	1	0.021	3	0.16	1.1	29	5%
On1onc2c3cc(-c4ccccc4)nc3ccc21	-33	-49	0.8	0	3	-0.17	1.1	98*	0%
Cc1cc(C)nc(N(C#N)S(=O)(=O)c2ccccc2)n1	8	-8	0.9	-0.59	10	-0.58	1.1	-19	6%
COc1ccc(/C(O)=C2/C(=O)C(=O)N(CCCC(=O)O)C2c2ccc(OC)c(OC)c2)cc1 (stereo not drawn)	-7	3	0.9	0.21	7	0.59	0.93	nt	9%
CCOC(=O)c1cc(-c2nnc(-c3ccc(Oc4ccccc4)cc3)o2)c(C)nc1C	3	0	0.9	0.11	7	-0.93	1.3	33	4%
O=S(=O)(NCc1ccc2c(c1)OCO2)c1cccc2nsnc12	-4	-3	0.9	0.66	14	0	1	-3	4%
Cc1ccc(Nc2nc(N)nc(CSc3nnc(-c4ccncc4)o3)n2)cc1	4	3	0.9	0	9	-0.28	1.1	-14	0%
O=C(Cn1nc(-c2ccc(Cl)cc2)ccc1=O)NCCCN1CCN(Cc2ccccc2)CC1	-9	7	0.9	-0.47	-3	-0.34	1.1	-8	1%
Cn1c(=O)c2ncn(CC(=O)NCCOc3ccc(C(C)(C)C)cc3)c2n(C)c1=O	-6	-5	0.8	0.15	12	0.73	1	1	3%
Cc1ccc(C(=O)CC2(O)C(=O)N(CN3CCOCC3)c3ccccc32)cc1 (stereo not drawn)	1	3	1	-1.8	2	0.46	1.1	-14	11%
COc1ccccc1NS(=O)(=O)c1ccc(O)c(C(N)=O)c1	-1	-16	0.9	-0.1	10	-0.7	1.3	3	6%
CC(C)(C)n1nnnc1C(c1cccc(C#N)c1)N1CCN2CCCC2C1 (stereo not drawn)	-16	1	1	0.17	13	-0.012	1.1	-1	6%
COCCN(CC(=O)Nc1ccccc1)S(=O)(=O)c1ccc(S(=O)(=O)N2CCCC2)cc1	-2	-6	0.9	0.53	8	0.27	1.1	-19	10%
COCC(=O)N(Cc1cc2ccccc2[nH]c1=O)c1ccccc1OC	6	-9	0.9	-0.19	3	1.2	1.2	7	2%
COc1cccc(C(=O)N2CCN(Cc3ccco3)CC2)c1OC	7	6	0.9	-1.8	4	0.097	1.1	-23	15%
Cc1cc(C(F)F)n2nc(C(=O)Nc3ccc(S(=O)(=O)N4CCCC4)cc3)nc2n1	-5	-18	0.9	0.0067	4	-0.16	1.1	-2	2%
C1CCC(n2nnnc2CN2CCN(C3CCCC3)CC2)CC1	12	14	1	0.92	7	-0.58	1	2	6%
CS(=O)(=O)N1CCC(C(=O)c2cccc(Cl)c2)CC1	-11	-22	1	0.015	9	-0.0078	1.1	-9	4%
CCOc1ccc(NC(=O)CSc2nnc(C)n2CCCOC)cc1	-5	-17	0.9	1.1	9	-0.69	1.1	-24	2%
Cc1cc(NC(=O)c2cc3n(n2)C(C(F)(F)F)CC(c2ccco2)N3)no1 (stereo not drawn)	5	-11	0.9	-0.0045	-4	-0.38	1.1	0	4%
COc1ccc(CSc2nncn2N)cc1Br	3	-1	0.9	-0.33	nt	-0.057	1	7	7%
Cc1[nH]nc(N=CC2=C(O)CC(c3ccco3)CC2=O)c1-c1ccccc1 (stereo not drawn)	18	-7	1	0.018	1	0.29	1.4	19	3%
CCCCCn1c(SCCOCC)nc2c1c(=O)[nH]c(=O)n2C	-23	-6	0.9	0.017	6	-0.43	1.1	3	4%
COc1ccc(Br)cc1CNC(=O)C1CCC(=O)N1C(C)C (stereo not drawn)	-8	-14	1	0.098	5	0.68	1.1	0	4%
O=C(c1nn2cccnc2c1Cl)N1CCN(c2ccccc2)CC1	4	16	1	0.35	10	-0.21	1	-8	4%
COc1ccccc1NC(=O)CN1CCN(CC(=O)Nc2cc(NC(C)=O)ccc2OC)CC1	-7	2	1	0.068	9	3.7*	1.1	-1	4%
CCOc1ccccc1OCC(=O)Nc1nnc(COC)s1	-20	2	0.9	-0.85	3	0.066	1	7	4%
O=C(CN1CCN(S(=O)(=O)c2ccc(F)cc2)CC1)Nc1cccc(C(F)(F)F)c1	2	11	0.9	-0.39	5	-1.1	1.1	5	4%
O=C(CSc1nccc(=O)[nH]1)Nc1ccc(Br)c(Cl)c1	-3	0	0.9	0.29	5	-0.091	1	55	5%
CN1CCN(c2nc3ccccc3nc2C(C#N)C(=O)OC2CCCCC2)CC1 (stereo not drawn)	-6	0	0.7	-0.94	-2	-0.51	1.2	58	5%
Cc1nn(-c2ccccc2)c2sc(C(=O)N3CCCCC3)cc12	44	16	1	-0.6	0	-0.0035	1.2	0	2%
CCOC(=O)C1CCCN(CCC(=O)Nc2c(C(=O)OC)[nH]c3cc(OC)ccc23)C1 (stereo not drawn)	-17	-15	0.9	0.024	2	-0.21	1.6	-24	5%
Cc1cccc(-c2nnn(CC/C(N)=N/O)n2)c1	24	-5	1	0.12	9	-0.24	1	-4	5%
Cn1c(=O)c2c3c(sc2n2c(SCc4ccccc4)nnc12)CCCC3	-18	10	0.9	-0.23	2	0.0025	1	-14	3%
Cn1c(=O)n(CC(=O)Nc2ccc(F)cc2)c2ccccc21	-5	-15	0.9	1.4	12	-0.96	1.1	-3	8%
CCOC(=O)c1cc2cc(F)ccc2nc1C	-6	-35	0.9	-0.061	-4	-0.58	1	-2	3%
CCOc1ccccc1-n1c(SCC(=O)Nc2nccs2)nnc1-c1ccoc1C	-7	-11	0.9	0.99	-2	-0.83	1.2	22	8%
Cc1cc(=O)oc2n[nH]c(-c3ccccc3)c12	1	8	0.1	-0.48	4	-0.59	2	4	14%
COc1cc(S(=O)(=O)N2CCOCC2)ccc1F	-3	7	0.9	0.037	8	0.14	1.1	-18	6%
Cc1[nH]c2c(Cl)cccc2c(=O)c1CN1CCCC1	-1	-7	1	-0.048	7	-0.57	1.1	0	8%
